High-throughput results as filed in PubChem BioAssay.
D2 ag – agonists of human D2 dopamine receptor; activation, % at 2 µM; HEK293 T-REx D2 cells, calcium flux agonist mode; AID 485358; P14416; 340,000 tested, 0.53% active;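 active = activation over 3 SD above normal in the single-dose calcium agonist read, cut at about 30% in these data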; note: 0% is about no effect
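Tetracycline-induced HEK293 T-REx cells with force-coupled D2 receptor, plated overnight at 30 C, loaded with no-wash calcium dye. After a 10 s baseline, compound was pin-added and calcium flux read kinetically for 180 s; calcium rises flagged agonists.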
TRHR ag – agonists of human TRH receptor. P34981. TRHR cells, calcium flux fluo-8, FDSS agonist mode. activation, % at 2 µM. 360,000 tested, 0.18% active. AID 493084; in the data active = activation above about 30%; note: 0% is about no effect
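TRHR-expressing cells loaded with fluo-8 calcium dye; 23 nL library compound pin-transferred, kinetic FDSS fluorescence (Ex 480/Em 530) recorded about 180 s for agonist-induced calcium release, before a 10 nM TRH EC20 addition for potentiator mode.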
Pin1 inh – inhibitors of human Pin1. Q13526. Pin1 FP peptide displacement, HiFluor488, 10 min. Potency, µM (top dose mostly 115 µM), for inactives: top-dose activity, negative = inhibition, hits mostly inhibitors. 390,000 tested, 0.009% active. AID 504891; active = well fitted inhibition curve with a large enough effect in the polarisation, with a control signal flat, not every such curve was filed as active; inconclusive = small, poorly fitted or top-dose-only effect, or effect the other way, or a change in a side signal; inactive = no such curve, though single readings can be large or run the other way; the % refers to the polarisation; note: potency is the fitted concentration of half-maximal effect; % is set by controls: 0 for no effect and ±100 for the full control effect
Target sequence (Q13526 whole entry, looked up): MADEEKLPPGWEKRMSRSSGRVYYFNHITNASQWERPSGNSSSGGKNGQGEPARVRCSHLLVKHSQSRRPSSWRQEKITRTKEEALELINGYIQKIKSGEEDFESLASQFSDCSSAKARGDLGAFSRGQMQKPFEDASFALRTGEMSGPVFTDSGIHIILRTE
TrxR1 inh – inhibitors of rat thioredoxin reductase 1 | O89049 | recombinant rTrxR1, NADPH fluorescence consumption, selenite substrate | Potency, µM (series often up to 114 µM), without a hit: at the top dose activity change, negative = inhibition, most hits filed as inhibitors | 390,000 tested, 1% active; note: potency is the fitted concentration of half-maximal effect; % is set by controls: 0 for no effect and ±100 for the full control effect; nearly all actives have a fitted effect of over 65% in size
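Rat TrxR1 (90 nM in the dispensed reagent) was pre-reduced with 400 uM NADPH for 5 min at room temperature, then incubated with compound for 15 min. After 400 uM selenite was added, NADPH fluorescence (Ex 340/Em 450 nm) was followed for 8 min.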
D2 antag – D2 dopamine receptor (human) antagonism; P14416; HEK293 TREx D2 cells, calcium flux, dopamine EC80; inhibition, % at 10 µM; 340,000 tested, 2% active; AID 485344; in the data active = inhibition above about 30%; note: 0% is about no effect
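Calcium mobilization kinetics were recorded at 1 s intervals in tetracycline-induced HEK293 T-REx D2 cells, first for 180 s after compound addition and then 180 s after EC80 dopamine.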
IDH1 R132H inh – human IDH1 R132H inhibition; O75874; AID 602179; 390,000 tested, 0.093% active; Potency, µM (doses to about 76.6 µM), for inactives: top-dose activity change, negative = inhibition, most hits filed as inhibitors; IDH1-R132H enzyme, NADPH consumption, diaphorase/resazurin fluorescence; note: potency is the fitted concentration of half-maximal effect; % is set by controls: 0 for no effect and ±100 for the full control effect; nearly all actives have a fitted effect of over 65% in size
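IDH1-R132H (0.5 ug/mL) preincubated 30 min with compound, then NADPH (0.016 mM) and alpha-KG (2 mM) added; 80 min at RT, pH 7.5. Remaining NADPH coupled via diaphorase/resazurin to fluorescence (540/590 nm); concentration-response curves normalized to no-enzyme control.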
TRHR enhancer – allosterically enhances the human TRH receptor; P34981; TRHR cells, fluo-8 calcium fluorescence, EC20 TRH enhancement; enhancement, % at 2 µM; 360,000 tested, 0.66% active; AID 493056; in the data active = enhancement above about 30%; note: 0% is about no effect
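TRHR-expressing cells loaded with fluo-8 calcium dye were read kinetically (ex 480/em 530) during compound addition, then stimulated with an EC20 of TRH (10 nM final). Enhancement of the Gq-mediated intracellular calcium response was scored.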
USP1-UAF1 inh – inhibitors of human USP1/UAF1 deubiquitinase. 390,000 tested, 0.23% active. Potency, µM (highest dose often 57.1 µM), for inactives: top-dose activity change, negative = inhibition, actives largely listed as inhibitors. recombinant USP1/UAF1, Ub-Rhodamine cleavage fluorescence. O94782; note: potency is the fitted concentration of half-maximal effect; % is set by controls: 0 for no effect and ±100 for the full control effect; nearly all actives have a fitted effect of over 60% in size; inactives centre near -12
Target sequence (O94782 whole entry, looked up): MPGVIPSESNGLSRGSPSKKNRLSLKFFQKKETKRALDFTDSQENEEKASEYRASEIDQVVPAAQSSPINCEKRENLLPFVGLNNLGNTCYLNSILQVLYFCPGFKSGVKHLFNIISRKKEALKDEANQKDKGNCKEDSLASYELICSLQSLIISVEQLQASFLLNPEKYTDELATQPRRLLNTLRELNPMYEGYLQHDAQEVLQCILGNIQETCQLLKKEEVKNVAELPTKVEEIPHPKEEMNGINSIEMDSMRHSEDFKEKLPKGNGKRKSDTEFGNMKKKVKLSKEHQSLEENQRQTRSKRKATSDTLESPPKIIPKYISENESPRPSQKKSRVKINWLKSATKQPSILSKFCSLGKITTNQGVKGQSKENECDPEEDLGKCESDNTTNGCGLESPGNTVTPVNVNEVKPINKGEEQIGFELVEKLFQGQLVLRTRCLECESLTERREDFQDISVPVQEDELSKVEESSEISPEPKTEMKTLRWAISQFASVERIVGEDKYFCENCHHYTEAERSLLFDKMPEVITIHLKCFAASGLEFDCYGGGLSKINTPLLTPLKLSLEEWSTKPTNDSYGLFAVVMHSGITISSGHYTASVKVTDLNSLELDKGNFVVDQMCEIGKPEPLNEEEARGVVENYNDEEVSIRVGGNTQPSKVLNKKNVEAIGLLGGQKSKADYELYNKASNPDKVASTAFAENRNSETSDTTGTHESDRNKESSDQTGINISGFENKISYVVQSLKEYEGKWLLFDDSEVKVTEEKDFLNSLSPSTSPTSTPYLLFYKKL
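USP1/UAF1 complex (1 nM) preincubated 15 min at room temperature with compound, then Ub-Rho substrate (150 nM final) added. Kinetic fluorescence at 480/540 nm over 6 reads at 60 s intervals; 50 mM HEPES pH 7.8, 0.5 mM EDTA, 0.1 mg/ml BSA, 1 mM TCEP, 0.01% Tween-20.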
TrxR1 substrate – is turned over as a substrate by rat TrxR1; purified TrxR1 substrate turnover, NADPH consumption readout; Potency, µM (doses to about 114 µM), for the others: top-dose activity change, negative = substrate turnover; 390,000 tested, 0.01% active; note: potency is the fitted concentration of half-maximal effect; % is set by controls: 0 for no effect and ±100 for the full control effect; nearly all actives have a fitted effect of over 50% in size
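Rat TrxR1, dispensed at 90 nM, was prereduced with 400 uM NADPH (final) for 5 min at ~22 deg C, then incubated with compound 15 min before 400 uM selenite. A first-read NADPH fluorescence drop versus no-compound background flagged substrates.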
Active calls of the source: *; ? = inconclusive; . = no result given; [ ] = another dose, or the depositor's remark. Unless noted, calls come from the whole dose curve; as a rule, active = well fitted inhibition curve with a large enough effect; inconclusive = small, poorly fitted or top-dose-only effect; inactive = no such curve, though single readings can be large or run the other way.

SMILES	D2 ag	TRHR ag	Pin1 inh	TrxR1 inh	D2 antag	IDH1 R132H inh	TRHR enhancer	USP1-UAF1 inh	TrxR1 substrate
Nc1nnc(Sc2ccc(Cl)cc2[N+](=O)[O-])s1	0.3	-0.4	-2%	13%	7	3%	5	-4%	8%
Cc1cc(S(=O)(=O)N(Cc2ccc(C(C)C)cc2)CC2CCCO2)ccc1-n1cnnn1 (stereo unspecified)	-0.3	-0.1	10%	5%	11	-2%	-9	-6%	-2%
S=C(NCCc1ccccc1)Nc1ccc(N2CCCCC2)cc1	.	-0.1	1%	4%	.	31%[activator]	3	-18%	1%
CC1(C)Cc2cccc(OCC(=O)NCCc3ccccc3)c2O1	-1.6	-0.9	0%	-14%	9	3%	-7	-7%	-14%
CC1(c2nnc(Cc3ccccc3)o2)CC(c2cccc(F)c2)=NO1 (stereo unspecified)	.	0.0	-10%	2%	.	20%	-2	-12%	-2%
Cc1ccc(S(=O)(=O)NN2C(=O)c3ccccc3NC2(C)C)cc1	-0.1	-0.9	-13%	?	4	0%	1	-1%	204%[activator]
CC(=O)c1cccc(NC(=O)/C=C/c2ccc(S(=O)(=O)N3CCOCC3)cc2)c1	.	.	3%	6%	.	-9%	.	-11%	-1%
Cc1cccc(OCC(=O)NCC(=O)N/N=C/c2ccc(N(C)C)cc2)c1	25	-1.4	-1%	-6%	27	7%	1	-16%	1%
CC1(C)CC(=O)C2=C(C1)N(Cc1cccnc1)C(=O)C2(NC(=O)c1cccnc1)C(F)(F)F (stereo unspecified)	0.1	1.1	-6%	10%[57.1 µM]	-1	-1%	-8	-10%	11%[57.1 µM]
COc1cc(NC(=O)C2CCN(S(=O)(=O)c3ccc4[nH]c(=O)oc4c3)CC2)cc(OC)c1	1.4	-0.3	-5%	39%[activator]	1	13%	-9	-22%	16%
Cc1ccc(C(=O)N2CCN(c3ccc([N+](=O)[O-])c(N4CCOCC4)c3)CC2)cc1	-1.3	-1.0	1%	6%[57.1 µM]	0	6%	1	-16%	8%[57.1 µM]
CCc1nnc(N/N=C/c2ccccc2F)n1N	-0.4	-0.5	-10%	18%[57.1 µM]	5	13%	6	-21%	-12%
Nc1c(/C=C2/C=CC(=O)C(O)=C2)c(=O)nc2sc(CC(=O)N3CCOCC3)nn12	.	.	65%[activator]	?	.	0%	.	-14%	?
Clc1ccc2nc(CN3CCCCCC3)cn2c1	1.0	-0.9	-4%	-17%	-29	1%	-3	-2%	-8%
COc1ccc(/C=N\NC(=O)c2ccc([N+](=O)[O-])cc2)cc1COc1c(F)c(F)cc(F)c1F	1.0	-1.0	4%	30%	-7	-4%	-8	-15%	7%
NC1=NC[C@@H](Cc2ccc(O)cc2)N1CCCCC1CCCCC1	0.9	0.1	2%	11%[57.1 µM]	-13	2%	19	-16%	6%[57.1 µM]
CC(C)(C)n1ncc2c(=O)n(CC(=O)Nc3ccc4c(c3)OCO4)cnc21	0.8	0.0	0%	6%	4	9%	5	-20%	-1%
Cc1nnc(SCC(=O)N(C2CCCCC2)C2CCS(=O)(=O)C2)n1C (stereo unspecified)	1.0	-0.1	-7%	19%	1	-3%	-5	-22%	6%
CC(C)(C)C(=O)CN1C(=O)NC(c2ccccc2)(c2ccccc2)C1=O	-0.7	2.8	-4%	-2%	18	12%	42*	-11%	-7%
COc1ccccc1Oc1ccc(S(=O)(=O)Nc2cccnc2)cc1	1.5	0.0	0%	15%	9	2%	22	-12%	4%
CCOc1ccc(Cn2ccnc2)cc1[N+](=O)[O-]	1.3	-0.5	-1%	-2%	-7	-1%	6	-8%	-12%
COc1ccc(S(=O)(=O)Nc2noc3ccccc23)cc1	0.3	1.0	1%	8%[57.1 µM]	1	-6%	-8	-23%	0%[57.1 µM]
Cc1ccc(CS(=O)(=O)CCC(=O)NCC2CCCO2)cc1 (stereo unspecified)	0.7	-0.1	?	3%	1	-1%	0	-4%	7%[57.1 µM]
CCS(=O)(=O)N1CCCC(C(=O)NCc2ccc3c(c2)OCO3)C1 (stereo unspecified)	-1.1	-0.6	2%	-6%[57.1 µM]	3	8%	0	0%	10%[57.1 µM]
CC(=O)N1CCCC1c1nc2ccccc2n1Cc1c(F)cccc1Cl (stereo unspecified)	13	0.3	-4%	13%	.	-4%	1	-19%	-3%

Grouped by structure: the compounds so far with a Cl atom
SMILES	D2 ag	TRHR ag	Pin1 inh	TrxR1 inh	D2 antag	IDH1 R132H inh	TRHR enhancer	USP1-UAF1 inh	TrxR1 substrate
Nc1nnc(Sc2ccc(Cl)cc2[N+](=O)[O-])s1	0.3	-0.4	-2%	13%	7	3%	5	-4%	8%
Clc1ccc2nc(CN3CCCCCC3)cn2c1	1.0	-0.9	-4%	-17%	-29	1%	-3	-2%	-8%
CC(=O)N1CCCC1c1nc2ccccc2n1Cc1c(F)cccc1Cl (stereo unspecified)	13	0.3	-4%	13%	.	-4%	1	-19%	-3%

(list continues)
SMILES	D2 ag	TRHR ag	Pin1 inh	TrxR1 inh	D2 antag	IDH1 R132H inh	TRHR enhancer	USP1-UAF1 inh	TrxR1 substrate
O=C1CC(N2CCN(c3ccc(S(=O)(=O)N4CCCC4)cc3)CC2)C(=O)N1c1ccc(F)cc1 (stereo unspecified)	-0.2	0.2	0%	1%	-2	3%	-1	-18%	8%[57.1 µM]
CSc1ccccc1NC(=O)CN(C)Cc1cccc(Cl)c1	.	1.0	1%	9%	.	-1%	0	-2%	-2%
OC(COC(c1ccc(Cl)cc1)c1ccc(Cl)cc1)CN1CCN(c2ccccn2)CC1 (stereo unspecified)	42*	0.8	-2%	19%	-4	2%	7	-22%	2%
COc1ccc(CCN(Cc2cc3cc(C)ccc3[nH]c2=O)C(=O)N2CCCC2)cc1OC	0.6	-0.5	-1%	10%[57.1 µM]	0	11%	3	-18%	17%[57.1 µM]
CCc1ccc(N(CC(=O)N2CCOCC2)S(C)(=O)=O)cc1	-0.3	-0.2	-5%	6%[57.1 µM]	5	4%	-9	-12%	-5%
Cc1cc(Nc2nc3c(c(=O)n(C)c(=O)n3C)n2C)n(-c2ccc(Cl)cc2)n1	0.5	-0.6	-1%	16%	4	-1%	7	-22%	22%
CC1=CC(c2ccc(Cl)cc2)n2nc(NS(=O)(=O)c3ccc(C)cc3)nc2N1 (stereo unspecified)	0.1	-0.1	3%	?	-8	0%	-2	-10%	136%[activator]
COc1ccc2oc(C(=O)C3CC3)c(N)c2c1	.	-0.3	-9%	-16%	.	3%	-1	-7%	5%[57.1 µM]
CCOc1ccc(N(CC(=O)NCCSCc2ccco2)S(=O)(=O)c2ccc(C)cc2)cc1	0.5	-1.5	2%	-6%	3	0%	20	-23%	4%
Cc1cc(C)c(C)c(S(=O)(=O)N2CCC(C(=O)OCC(=O)N3c4ccccc4NC(=O)C3(C)C)CC2)c1C	-0.6	0.0	15%	19%	29	4%	4	-31%	6%
COc1ccccc1C1OCC(C)([N+](=O)[O-])CO1 (stereo unspecified)	.	.	5%	20%	.	2%	.	?	3%
O=C(Cn1c(=O)cnc2ccccc21)NNC(=O)c1ccccc1Cl	0.1	-1.4	0%	-1%	3	0%	3	-10%	0%
Cc1cccc(NC(=O)CCNS(=O)(=O)c2ccc3[nH]c(=O)oc3c2)c1	-0.1	1.4	1%	13%	15	9%	-3	-6%	-2%
Cc1ccc(S(=O)(=O)Nc2ccc(C(=O)NC3CC3)cc2)cc1	-0.3	0.0	-6%	14%	-15	-4%	6	-9%	-2%
O=c1nc(/C=C/c2ccc(-c3ccc(F)cc3)o2)cc(C(F)(F)F)[nH]1	14	26	.	.	2	.	15	.	.
Cc1cccc(OCCCC(=O)NC(C)C)c1	0.1	0.2	-3%	21%[57.1 µM]	-6	8%	-1	-10%	13%[57.1 µM]
CCc1cc2ccc(C)cc2nc1SCC(=O)NC1CCCC1	-0.8	0.3	2%	44%[activator]	-14	7%	5	-7%	15%
CC12COC3(C(=O)Nc4ccc([N+](=O)[O-])cc4)CC1CCC32C (stereo unspecified)	-1.7	-1.7	-5%	0%[57.1 µM]	2	7%	1	-21%	4%[57.1 µM]
O=C(NNC(=O)c1ccc(Cl)nc1)c1ccncc1	1.7	0.4	5%	-7%	12	-3%	3	2%	-7%
COC(=O)c1cc(NS(=O)(=O)c2ccc(C)c3ccccc23)ccc1N1CCOCC1	-0.8	-0.1	3%	-19%[57.1 µM]	11	0%	-6	-2%	0%[57.1 µM]
CN1C(C(=O)NCCc2cccs2)CC2Cn3c(nc4ccccc43)C21 (stereo unspecified)	.	-0.4	-2%	0%	.	13%	-2	-23%	4%
CCc1nnc(NC(=O)CSc2nc3cc4c(cc3cc2CC)OCCO4)s1	0.5	0.0	5%	23%	14	4%	-2	-1%	8%
OCCOCCn1c(CCNc2nc(-c3ccc(Cl)cc3)cs2)nc2cc(Cl)c(Cl)cc21	.	.	0%	-2%[57.1 µM]	.	2%	.	-21%	1%[57.1 µM]
COc1ccc(CNC(=O)c2ccc(CNc3c(NC4CCCCC4)c(=O)c3=O)cc2)cc1	0.8	0.7	19%	17%	4	2%	-7	-26%	4%
CN(CC(=O)Nc1ccc(F)cc1)C(=O)COC(=O)Cc1cccs1	-0.1	-0.4	1%	-15%	3	2%	0	-2%	-13%
CCCCCn1nc(C)c(/C=N\NC(=O)c2cc(C)oc2C)c1C	0.3	-0.7	6%	-8%	1	3%	-1	2%	-7%[57.1 µM]
O=C(NNC(=O)C1CC(c2cccs2)=NO1)Nc1ccc(Cl)cc1 (stereo unspecified)	-0.3	0.0	27%	-25%	18	8%	11	-28%	-13%
CCn1nc(NC(C)=O)c2cc3cccc(C)c3nc21	0.9	0.0	-6%	17%	-8	9%	2	-20%	4%

Some of the compounds tested; rates above refer to the full screens.
